LDHA block = qHTS assay for inhibitors of human lactate dehydrogenase; L-lactate dehydrogenase A chain (Homo sapiens), P00338; purified LDHA, NADH/diaphorase-resazurin fluorescence; active compounds read low; activity change, % (values are at about 110 or 230 µM); 0.15% of 480,000 active; in the data active means activity change below about -30%; inconclusive means mostly about -25% to -30%;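 further: plate controls were DMSO wells for no effect and wells without enzyme for full effect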
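Remaining NADH was detected by diaphorase (0.133 mg/mL) converting 37 µM resazurin to fluorescent resorufin, read at 0 and 20 minutes. The preceding 5-minute room-temperature reaction used 2 nM LDHA, 0.2 mM sodium pyruvate and 0.06 mM NADH at pH 7.4.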
An asterisk follows results filed as active; ? = inconclusive. This is a subset; count on the stated rates, not on these rows.

molecule,LDHA block
Cc1ccc(Nc2nc(CSc3nnnn3C3CC3)cs2)cc1,6.5
COc1cccc(CN)c1OCC(C)C,0.7
CC(=O)NC1=NN(C(C)=O)C2(S1)C(=O)N(CCOc1ccccc1C)c1ccc(Cl)cc12 (configuration not stated),-3.8
COc1ccc(NC(=O)COC(=O)c2nn(C)c(=O)c3ccccc23)cc1Cl,1.1
N#C/C(=C/c1ccccc1)S(=O)(=O)c1ccc(F)cc1,4.6
COC(=O)c1ccc(OC(=O)c2cc(-c3ccc(OC)cc3)nc3c(C)cc(C)cc23)cc1,-14.4
CCOc1ccc(NC(=O)c2nn(CC(C)C)c(=O)c3ccccc23)cc1S(=O)(=O)N1CCCC1,16.6
COC(=O)[C@]12CCCCC=C1N(Cc1ccccc1)C(=O)[C@H](CC(=O)NCc1ccc(OC)c(OC)c1)C2,-2.5
Cc1ccc(-c2nn(CC(=O)Nc3ccc(C(=O)N(C)C)cc3)c(=O)c3ccccc23)cc1,-6.4
CC(C)(CC(=O)O)CC(=O)Nc1cccc2ccccc12,24.7
COc1ccccc1N1CCN(c2nc(CSc3ccc(C)cc3)cc(=O)[nH]2)CC1,-0.9
CC(C)C(Br)C(=O)Nc1ccc(Cl)c(Cl)c1 (configuration not stated),7.6
CCCCN(CCCC)Cc1cc(=O)oc2cc(C)c(O)cc12,9.0
CCn1c(/C=C/c2cn(C)c3ccccc23)nc2ccccc2c1=O,-4.5
CC(Oc1ccc(F)cc1)C(=O)Nc1ccc(N2CCN(C)CC2)nc1 (configuration not stated),1.3
COc1ccc(-n2nnnc2C2CCN(S(=O)(=O)c3cc(OC)ccc3OC)CC2)cc1,0.3
CN(C)c1ccc(NC(=O)N2CCN(c3cnccn3)CC2)cn1,19.3
COc1ccccc1NC(=O)Cn1ccc2c(Cl)cccc21,-5.8
O=C(CCc1nnc2ccc(NCc3ccco3)nn12)Nc1ccc2c(c1)OCO2,18.6
CC(=O)c1ccc(SCC(=O)NCCC2=CCCCC2)c(F)c1,7.2

(next part)
molecule,LDHA block
CCOc1cc(/C=C2/NC(=O)NC2=O)cc(Cl)c1OCc1ccc(Cl)c(Cl)c1,-2.8
CCCN(CCC)S(=O)(=O)c1nc(C)c(Cl)c(C)c1C#N,-4.5
CCOc1ccc(S(=O)(=O)Nc2ccccc2)cc1-c1nc2c(C(C)(C)C)nn(C)c2c(=O)[nH]1,-11.8
O=C(NC/C(=N/NC(=O)c1cccnc1)c1ccccc1)c1ccccc1,4.6
Cc1ccc(-c2nc3ccccc3[nH]2)cc1NC(=O)c1ccc(-c2cccc(Cl)c2)o1,-8.9
CCN(CC)S(=O)(=O)c1ccc(C)c(NC(=S)Nc2ccccc2C(C)(C)C)c1,-0.3
Cc1ccc(NCc2cc3cccc(C)c3[nH]c2=O)c(C)c1,3.3
COC(=O)COc1c(Br)cc(/C=C2/NC(=O)NC2=O)cc1Br,7.5
Cc1ccc2c(Cl)cc(Cl)c(OCC(=O)NCC(F)(F)F)c2n1,11.0
COc1ccc(-c2nc3ccccc3c(=O)n2Cc2ccc(CNC(=O)CO)cc2)cc1COc1ccc(NC(C)=O)cc1,10.7
CN1CCC(NC(=O)CCc2ncc(-c3ccccc3)o2)CC1,0.5
CCn1cnc2c1c(=O)n(CC(=O)OCCOc1ccccc1)c(=O)n2Cc1ccccc1,8.2
CCCn1nc(C(=O)Nc2nc(C)cs2)c2ccccc2c1=O,-16.9
CC(=O)N1CCN(c2nc(-c3ccc(Br)cc3)cs2)CC1,-13.7
Cc1ccc(Cl)cc1NC(=S)NCCSc1ccccc1,9.2
CCOc1cc(C(=O)OCC(=O)Nc2ccc(F)c(Cl)c2)ccc1OCC(=O)N1CCCCC1,-0.1
O=C(NCC1CCCO1)c1ccc(CSc2nc3cccnc3n2Cc2ccc(F)cc2)cc1 (configuration not stated),13.4
COc1ccc(-c2nc(COC(=O)C3(O)CCCCC3)cs2)cc1,8.2
CCOC(=O)c1cnc(Nc2ccc(F)cc2F)c2ccccc12,11.5
CCOC(=O)C1=C(CS(=O)(=O)c2cc(Cl)ccc2OC)NC(=O)NC1c1cccc(OC)c1 (configuration not stated),-10.4

Entries from the list above containing an NH in an aromatic ring:
molecule,LDHA block
COc1ccccc1N1CCN(c2nc(CSc3ccc(C)cc3)cc(=O)[nH]2)CC1,-0.9
CCOc1ccc(S(=O)(=O)Nc2ccccc2)cc1-c1nc2c(C(C)(C)C)nn(C)c2c(=O)[nH]1,-11.8
Cc1ccc(-c2nc3ccccc3[nH]2)cc1NC(=O)c1ccc(-c2cccc(Cl)c2)o1,-8.9
Cc1ccc(NCc2cc3cccc(C)c3[nH]c2=O)c(C)c1,3.3

The results go on:
molecule,LDHA block
CN(Cc1ccccc1)C(=O)c1cc(-c2cccc(Cl)c2)n[nH]1,5.5
O=C(Cc1scnc1-c1cccs1)NCCc1ccccc1,-2.0
O=C(Nc1c(N2CCCC2)c2ccccc2oc1=O)c1ccc(Br)o1,-6.3
N#CCSc1ccccc1C(=O)O,-2.6
Cc1ccc(OCC(=O)Nc2nc(-c3ccc(Br)s3)ns2)cc1C,-1.5
CN(C)Cc1ccccc1CNC(=O)Cc1nn(C)c(=O)c2ccccc12,0.0
O=C(Oc1ccc2c(-c3cc4ccccc4oc3=O)cc(=O)oc2c1)N1CCOCC1,9.9
COc1ccc(C2CC(=O)C=C(Nc3ccc(Cl)cc3)C2)cc1 (configuration not stated),1.8
Cc1cccc(-n2ccc(C=O)c2)c1C,2.1
CC/C=C(/C)C(=O)NC(C)c1cc(C)sc1C (configuration not stated),0.4
COc1ccc(C(=O)C(C)OC(=O)c2cc(=O)c3ccccc3o2)cc1 (configuration not stated),4.6
COc1cccc(/C=C/c2nc(=O)c3ccccc3o2)c1OC,6.9
Cc1cccc(CCCCCCCCCCCC(=O)O)c1,-4.6
CCOc1ccc2c(=O)c(Oc3ccc(OC)cc3)coc2c1,4.9
CCC(C(=O)NC12CC3CC(CC(C3)C1)C2)c1ccccc1 (configuration not stated),9.3
Cc1cccc(C(=O)Nc2sccc2C#N)c1,8.9
C/C=C/C=C/C(=O)NC(C)c1ccc(F)c(F)c1 (configuration not stated),3.4
O=C(N(Cc1cccc2[nH]ccc12)C1CC1)C12CC3CC(CC(C3)C1)C2,4.4
CC(=O)N1CCC2(CC1)Oc1ccc(Br)cc1C1CC(c3cccnc3)=NN12 (configuration not stated),2.2
Cc1ccc(COc2cccc(CNC3CC3)c2)cc1,2.0

Following part
molecule,LDHA block
CC/C(=N\NC(=O)C1CC1c1ccccc1)c1ccc(C)cc1 (configuration not stated),-0.7
Cc1nn(-c2ccccc2)c(C)c1CN(C)C(=O)CNC(=O)c1ccc(C(C)(C)C)cc1,7.5
Cc1cc(C)c2cc(C#N)c(NCCNC(=O)c3ccccn3)nc2c1,1.3
Cc1cc(C)cc(-n2ccn(CC(=O)Nc3ccc(Br)cc3)c(=O)c2=O)c1,-5.0
Cc1cccc(C)c1NC(=O)C1CCCCC1,-0.5
COc1ccc(C(=O)Oc2cc(C)ccc2Cl)cc1OC,-6.6
Cc1ccccc1N(CC(=O)NCCN1CCOCC1)S(=O)(=O)c1ccccc1,-5.8
O=c1[nH]c(N2CCCC2)nc2nccc(-c3ccccc3)c12,0.6
CCCn1nc(C(=O)Nc2cc(C)ccc2OC)c2ccccc2c1=O,-8.7
Cn1c(=O)c2c(nc(SCCN3CCCCC3)n2Cc2cccc3ccccc23)n(C)c1=O,5.2
COCc1ccc(CNC(=O)/C=C/c2ccc(C)s2)cc1,10.0
O=C(CNC(=O)C1CC(=O)N(c2ccc(F)cc2)C1)NCCc1c[nH]c2ccccc12 (configuration not stated),5.5
Cc1ccc(-c2ccc3c(N)c(C(=O)Nc4cccc(C)c4)sc3n2)cc1,5.7
O=c1[nH]c(=S)[nH]c2c1C(c1ccc(F)cc1)OC(CCc1ccccc1)C2 (configuration not stated),2.1
CC(NC(=O)CSC1=NCCS1)C1CC2CCC1C2 (configuration not stated),-6.5
CC(C)Cc1ccc(C(C)NC(=O)CCNC(=O)C(C)(C)C)cc1 (configuration not stated),4.5
N#C/C(=C/c1ccc(O)cc1)c1nc(C2CC2)cs1,7.2
COc1cccc(CC(=O)NC(c2ccccc2)c2ccccc2)c1,-1.6
CCc1nc2ccc(C(=O)Nc3ccccn3)cc2nc1CC,0.6
CN(CC(=O)N(C)C)Cc1ncc(-c2ccccc2)o1,0.8

(listing goes on)
molecule,LDHA block
CC1CCC(NC(=O)c2ccc3ncsc3c2)CC1 (configuration not stated),?
Cc1cccc(OCCN(C)Cc2cc(=O)oc3c(C)c(O)ccc23)c1,-8.8
CCCCc1cc(=O)oc2cc(OCC(=O)NCc3ccncc3)c(Cl)cc12,-0.3
COc1ccc(C2c3cc(OC)c(OC)cc3CC(=O)N2c2ccc(OC)cc2)cc1 (configuration not stated),7.7
Cc1cccc(C(=O)NCCn2c(C)cc3ccccc32)c1,-2.2
CN(C)C(=O)C(Sc1nnc(-c2ccc(Cl)cc2)n1N)c1ccccc1 (configuration not stated),-5.7
O=C(NC1CCCC1)c1cc2c(F)cccc2s1,-30.3*
O=c1[nH]c(-n2cccc2)c(-c2c(-c3ccccc3)[nH]c3[nH]c(=O)[nH]c(=O)c23)c(=O)[nH]1,-0.5
COc1ccccc1NC(=O)C(C)OC(=O)c1cccnc1 (configuration not stated),-7.2
Cc1ccc(NC(=O)C23CC4CC(CC(C4)C2)C3)cc1Cl,6.4
COc1ccc(C2Nc3ccccc3C(=O)N2Cc2ccccc2)cc1COc1ccccc1OC (configuration not stated),0.8
CN1CCC(NC(=O)CCc2ncc(-c3ccc(F)cc3)o2)CC1,-22.0
CC(C)c1ccc(-c2csc(N=C(N)N)n2)cc1,1.0
O=C(CCc1ncc(-c2c(F)cccc2F)o1)N1CCN(S(=O)(=O)c2ccccc2Cl)CC1,10.1
O=C(C[C@@H]1CC[C@@H]2[C@H](COC[C@H](O)CN2Cc2cccc(C(F)(F)F)c2)O1)NCc1ccc(Cl)cc1,2.6
O=C(CSc1ncnc2cc(-c3ccc(F)cc3)sc12)NC1CCCC1,-3.5
COc1ccc(NC(=O)C2CC(=O)Nc3c(-c4ccc(OC)cc4)cnn32)cc1 (configuration not stated),-1.9
C=C(C)[C@@H]1CCC2(COC(C)=O)CC[C@]3(C)C(CCC4[C@@]5(C)CCC(=O)C(C)(C)C5CC[C@]43C)C12 (some centres not stated),-0.2
CCCCc1c(-c2ccccc2OC)ncn1CCc1ccc(Cl)cc1,2.4
Clc1ccc(-c2noc(CCc3nc4ccccc4[nH]3)n2)cc1,-3.1

4 of the compounds above, with each value named:
> COc1ccc(C2Nc3ccccc3C(=O)N2Cc2ccccc2)cc1COc1ccccc1OC (configuration not stated)
  LDHA block = 0.8
> CCCCc1cc(=O)oc2cc(OCC(=O)NCc3ccncc3)c(Cl)cc12
  LDHA block = -0.3
> O=C(CSc1ncnc2cc(-c3ccc(F)cc3)sc12)NC1CCCC1
  LDHA block = -3.5
> O=C(C[C@@H]1CC[C@@H]2[C@H](COC[C@H](O)CN2Cc2cccc(C(F)(F)F)c2)O1)NCc1ccc(Cl)cc1
  LDHA block = 2.6

(continued)
molecule,LDHA block
Cc1ccc2nc(N3CCNCC3)c(-n3nc(C)cc3C)nc2c1,-3.2
Cc1cc(N2CCN(Cc3nc(C(C)(C)C)no3)CC2)nc(C(C)C)n1,-15.2
CN(C)c1ncnc2scc(-c3ccc(Cl)cc3)c12,2.7
COc1cc(NC(=O)[C@H](C)n2c(=O)[nH]c3ccccc3c2=O)cc(OC)c1,8.4
COc1ccc(S(=O)(=O)N2CCSC2c2cc(OC)ccc2OC)cc1 (configuration not stated),-4.1
COc1ccc(CNC(=O)CCc2ncc(-c3ccccc3)o2)cc1,-9.3
CC(=O)c1ccc(-c2ccc(C(=O)O)o2)cc1,0.5
COc1ccc(CCNc2oc(-c3cccc4ccccc34)nc2C#N)cc1OC,-8.3
CNc1oc(-c2cc(S(=O)(=O)N(C)C)c(C)o2)nc1C#N,0.3
CC(C)n1nc(C(=O)Nc2ccc(Nc3ccccc3)cc2)c2ccccc2c1=O,3.3
C=CCOc1ccc(CN(C)CC(=O)NC(=O)NCc2cccs2)cc1,-9.2
O=C1NC[C@H](CCCCN2C[C@H](Cc3ccccc3)N(CCC3CCCCC3)C(=O)C2=O)N(CCC2CCCCC2)C1=O,-0.9
Cc1cccc(C)c1-n1nnnc1C1(C)CCC(=O)N1Cc1ccc(F)cc1 (configuration not stated),-7.8
CCCCNC(=O)C[C@@H]1C[C@@]2(C(=O)OCC)CCCC=C2N(Cc2ccc3c(c2)OCO3)C1=O,2.4
CCn1nc(C(=O)Nc2ccc(OC)c(Oc3ccc(OC)cc3)c2)c2ccccc2c1=O,-6.5
CC1CCN(CCCCNC(=O)/C=C/c2ccc(OC(F)(F)F)cc2)CC1,-6.2
Cc1ccc(CNC(=O)c2cc3cc(C)ccc3[nH]2)cc1,-0.1
CCCCCCCCCCCCS(=O)CC(O)c1ccccc1 (configuration not stated),10.9
CC(=O)N1CCN(c2oc(-c3cccc(C)c3)nc2S(=O)(=O)c2ccccc2)CC1,0.7
CCCn1cnc2nc(CSc3ccccc3NC(=O)COc3cccc(F)c3)cc(=O)n21,1.5
N#Cc1ccc(CN2CCC(c3ccnn3CCO)CC2)c(F)c1,-8.2
CCc1c(C)sc(NC(=O)C#Cc2ccccc2)c1C#N,-8.0
COc1ccc(-c2cc(C(=O)O)c3c(C(C)C)noc3n2)cc1OC,9.2

Bioassay records: PubChem BioAssay, National Center for Advancing Translational Sciences (NCATS)
